From PubChem
MmCpn inh = inhibitors of Methanococcus maripaludis chaperonin (MmCpn). 330,000 compounds, 0.031% hits. Potency, µM (series often up to 76.9 µM), for inactives: at the top dose activity, negative = inhibition, usual class: inhibitors. AID 504842. purified Mm-Cpn ATPase, ADP Transcreener TR-FRET; note: potency is the fitted concentration of half-maximal effect; % is set by controls: 0 for no effect and ±100 for the full control effect; nearly all actives have a fitted effect of over 80% in size
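ATPase read-out: TR-FRET ADP immunoassay (anti-ADP Eu cryptate vs ADP-d2), ex 320 nm, em 590/665 nm; signal drops as ADP forms. Enzyme 25 nM, ATP 10 uM, 30 min at 37°C after 10 min compound preincubation.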
CCT chaperon mod = modulators of cytosolic chaperonin (CCT/TRiC) activity | purified chaperonin ATPase assay, HTRF ADP detection, 30 min | activity change, % (no concentration beside the values), hits read low | 360,000 compounds, 0.3% hits | AID 651819; in the data active = activity change below about -30%; note: % is set by controls: 0 for no effect and ±100 for the full control effect
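TRiC at 40 or 20 nM final (batch-dependent) in 30 mM Tris pH 7.4, 100 mM KCl, 5 mM MgCl2, 1 mM DTT, with compound at single 76 uM and 10 uM ATP, 30 min at 37 deg C. ADP detected by HTRF Transcreener, 665/615 ratio.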
TGFb SMAD3 inh = blocks TGF-b signaling; HepG2 CAGA-GFP TGF-b/SMAD3 reporter, GFP fluorescence, 18 h; TGF-beta stimulated, 500 pg/mL final; Potency, µM (titrated, usually from 46.1 µM), for inactives: at the top dose activity, negative = inhibition, usual class: inhibitors; 410,000 compounds, 1.2% hits; note: potency is the fitted concentration of half-maximal effect; % is set by controls: 0 for no effect and ±100 for the full control effect; nearly all actives have a fitted effect of over 65% in size
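Inhibition of TGF-beta-driven CAGA-GFP reporter expression in HEPG2 cells is measured by cellular GFP fluorescence after 18 h stimulation with 500 pg/mL recombinant TGF-beta in 1% FBS medium at 37 degrees C.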
Nrf2 activator = activates Nrf2 signaling | AREc32 ARE-luciferase reporter (MCF7-derived line), luminescence, 24 h | Potency, µM (top dose mostly 46.1 µM), without a hit: at the top dose activation, actives largely listed as activators | 410,000 compounds, 0.31% hits; note: potency is the fitted concentration of half-maximal effect; % of control where 0% means no effect; nearly all actives have a fitted effect of over 65% in size
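ARE activation measured as luciferase luminescence (Steady-Glo, 30 min RT) in AREc32_Fluc cells after 24 hr compound exposure at 37 deg C, 5% CO2; cells seeded overnight at 1000/well in OPTI-MEM, 5% FBS.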
A549 viability = kills or reduces viability of A549 cells in Nrf2 counter-screen; A549 ARE-Fluc cells, CellTiter-Fluor viability, 18-24 h; Potency, µM (highest dose often 46 µM), for the others: top-dose activity change, negative = cytotoxicity, most hits filed as inhibitors; 390,000 compounds, 0.16% hits; AID 504648; note: potency is the fitted concentration of half-maximal effect; % is set by controls: 0 for no effect and ±100 for the full control effect
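A549 ARE-Fluc cells in 5% FBS OPTI-MEM, 5000 cells/well, rested 2 h then exposed to compounds in concentration-response for 18-24 h at 37 °C. Viability by CellTiter-Fluor fluorescence (Ex 405/Em 525) after 30 min; luciferase luminescence (BugLite, 15 min, RT) read afterwards.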
Nrf2 block = inhibitors of Nrf2 signaling. A549 ARE-Fluc reporter, luciferase luminescence, 18-24 h. Potency, µM (series often up to 46 µM), without a hit: at the highest dose activity change, negative = inhibition, most hits filed as inhibitors. 360,000 compounds, 2.1% hits; note: potency is the fitted concentration of half-maximal effect; % is set by controls: 0 for no effect and ±100 for the full control effect; nearly all actives have a fitted effect of over 60% in size
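A549 ARE_Fluc cells, 5000/well, 5% FBS OPTI-MEM; compounds in dose-response, 18-24 h at 37 °C/5% CO2; CellTiter-Fluor viability read (Ex 405/Em 525), then BugLite luciferase luminescence = Nrf2 activity.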
HepG2 viability = counter-screen for TGF-b inhibitors: cytotoxicity in HepG2 cells; HepG2 CAGA-GFP viability, ATP luminescence, 18 h; Potency, µM (doses to about 46.1 µM), for inactives: top-dose activity change, negative = cytotoxicity, usual class: cytotoxic; 410,000 compounds, 0.76% hits; note: potency is the fitted concentration of half-maximal effect; some results filed as inactive show a strong effect at the top dose
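HepG2 CAGA-GFP cells (1000/well, DMEM with 1% FBS) received compound, then TGF-beta at 500 pg/mL final, and were incubated 18 hours at 37 degrees C. Viability was read by CellTiter-Glo luminescence. Media-only wells were set as complete cell-killing and DMSO as no toxicity.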
pAkt inh = Akt phosphorylation inhibition. Neuro2A IGF-stimulated pAkt S473 HTRF, 20 min; active compounds read low. activity change, % for hits at 50 µM. 360,000 compounds, 0.32% hits; in the data active = activity change below about -80%; inconclusive = mostly about -51% to -80%; note: % is set by controls: 0 for no effect and ±100 for the full control effect
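Neuro2A cells (4,500/well, DMEM with 0.5% FBS) were treated with compound at a single 50 µM final concentration, stimulated with 6 nM IGF for 20 min at 37 °C, and lysed. Phospho-Akt Ser473 was read by HTRF as 665/615 ratio ×10^4.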
Abeta rescue = compounds reversing amyloid beta toxicity in yeast; yeast expressing A-beta42, growth rescue, OD600, 48 h; response scale: 0% DMSO, 100% iron-clioquinol control; Potency, µM (highest dose often 46.1 µM), for the others: at the top dose growth rescue, actives largely listed as activators; 410,000 compounds, 0.063% hits; note: potency is the fitted concentration of half-maximal effect; nearly all actives have a fitted effect of over 55% in size
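Yeast A-beta toxicity model in growth medium with pinned compounds, 48 h at 30 C; growth read as absorbance at 600 nm. Normalized to FeCl3/clioquinol equimolar mix (positive) and DMSO (negative).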
Starred values were filed as active, the others as inactive; [ ] = remark or other dose. Unless noted, calls come from the whole dose curve; as a rule, active = well fitted curve in the direction sought with a large enough effect; inconclusive = small, poorly fitted or top-dose-only effect, or another doubt; inactive = no such curve, though single readings can be large; an effect the other way counts as inactive or inconclusive. Not a hit list, and some 4.3% of all compounds hit somewhere here.

Results for Cc1ccc(-n2nc3c(=O)n(CC(=O)NCCc4ccco4)nc(C)c3c2C)cc1 ?
MmCpn inh: 1%; CCT chaperon mod: 0.9; TGFb SMAD3 inh: 22µM*; Nrf2 activator: 4.9%; A549 viability: 1%; Nrf2 block: 2%; HepG2 viability: -93%; pAkt inh: inactive; Abeta rescue: -23%

Results for COc1ccc(Oc2ccc(N/C=C3\CCCC3=O)cc2)cc1 ?
MmCpn inh: 0%; CCT chaperon mod: 3.2; TGFb SMAD3 inh: 0%; Nrf2 activator: 2.8%; A549 viability: -3%; Nrf2 block: 4%; HepG2 viability: -25%; pAkt inh: inactive; Abeta rescue: -22%

What do the screens show for `O=C(Nc1ccc(F)c(Cl)c1)C1CCCN1S(=O)(=O)c1ccc(F)cc1` (stereo not given)?
TGFb SMAD3 inh: -21%; Nrf2 activator: 3.7%; A549 viability: -14%; Nrf2 block: 1%; HepG2 viability: -31%; Abeta rescue: 24%

How did COc1ccc(C)cc1NC(=O)c1ccc2c(c1)N(Cc1cccc(Cl)c1)C(=O)c1ccccc1S2=O (stereo not given) do in these assays?
TGFb SMAD3 inh: -4%; Nrf2 activator: 0.0%; A549 viability: 5%; HepG2 viability: -1%; Abeta rescue: -22%

What do the screens show for `N#CCCN1CCN(Cn2c3ccccc3c3ccccc32)CC1`?
MmCpn inh: 0%; CCT chaperon mod: -1.6; TGFb SMAD3 inh: 0%; Nrf2 activator: 0.3%; A549 viability: 3%; Nrf2 block: -1%; HepG2 viability: -16%; pAkt inh: inactive; Abeta rescue: 13%

Results for Cc1cc(C)c(OCC(=O)N(Cc2ccc(N(C)C)cc2)CC2CCCO2)c(C)c1 (stereo not given) ?
TGFb SMAD3 inh: -4%; Nrf2 activator: 0.9%; A549 viability: -3%; Nrf2 block: inconclusive; HepG2 viability: -2%; Abeta rescue: 12%

How did CC(Sc1nc2c(cc1C#N)CCCCC2)C(=O)O (stereo not given) do in these assays?
MmCpn inh: -2%; CCT chaperon mod: 0.3; TGFb SMAD3 inh: -8%; Nrf2 activator: 0.1%[9.22 µM]; A549 viability: -1%; Nrf2 block: -16%; HepG2 viability: -4%; pAkt inh: inactive; Abeta rescue: 13%

How did O=C(CSc1oc(-c2ccco2)nc1S(=O)(=O)c1ccc(Br)cc1)c1ccccc1 do in these assays?
TGFb SMAD3 inh: -22%; Nrf2 activator: 4.6%; A549 viability: 13%; Nrf2 block: 5%[9.27 µM]; HepG2 viability: -13%; Abeta rescue: 8%

Results for COc1cc(OC)c(C2N(c3ccc(Cl)c(Cl)c3)C(=O)C3CCCN32)cc1OC (stereo not given) ?
MmCpn inh: 0%; CCT chaperon mod: -1.5; TGFb SMAD3 inh: 3%; Nrf2 activator: -0.8%; A549 viability: 1%; Nrf2 block: -5%; HepG2 viability: -22%; pAkt inh: inactive; Abeta rescue: 6%

How did Cc1ccc(C)c(S(=O)(=O)N2CCN(C(=O)C3CCN(c4ncnc5sc(C)c(C)c45)CC3)CC2)c1 do in these assays?
MmCpn inh: -25%; CCT chaperon mod: 1.8; TGFb SMAD3 inh: inconclusive; Nrf2 activator: 4.5%; A549 viability: inconclusive; Nrf2 block: inconclusive; HepG2 viability: 4%; pAkt inh: inactive; Abeta rescue: 30%

What do the screens show for `O=C(CCC1CCCC1)NCCCNC(=O)CCC1CCCC1`?
MmCpn inh: 0%; CCT chaperon mod: -1.9; TGFb SMAD3 inh: -16%; Nrf2 activator: -0.1%; A549 viability: -3%; Nrf2 block: -18%; HepG2 viability: 3%; pAkt inh: inactive; Abeta rescue: 5%

How did COc1ccccc1CC1CC(=O)N(c2ccc([N+](=O)[O-])cc2)C1=O (stereo not given) do in these assays?
CCT chaperon mod: -0.3; TGFb SMAD3 inh: 2%; Nrf2 activator: 0.3%; HepG2 viability: 1%; pAkt inh: inactive; Abeta rescue: -1%

How did NC(=O)CSc1nnc(Cc2ccc3c(c2)OCO3)n1C1CCCCC1 do in these assays?
MmCpn inh: 0%; CCT chaperon mod: -1.7; TGFb SMAD3 inh: -6%; Nrf2 activator: -0.4%; A549 viability: 9%; HepG2 viability: -1%; Abeta rescue: inconclusive

How did CCCSc1nnc(N)s1 do in these assays?
MmCpn inh: 0%; CCT chaperon mod: 2.4; TGFb SMAD3 inh: 1%; Nrf2 activator: 0.2%; A549 viability: 2%; Nrf2 block: 12%; HepG2 viability: 8%; pAkt inh: inactive; Abeta rescue: -8%

What do the screens show for `CCN(CC)S(=O)(=O)c1cc(NC(=O)C2Cc3ccccc3C(=O)O2)ccc1C` (stereo not given)?
MmCpn inh: 1%; CCT chaperon mod: -1.6; TGFb SMAD3 inh: -13%; Nrf2 activator: -1.0%; A549 viability: -11%; Nrf2 block: inconclusive; HepG2 viability: -14%; pAkt inh: inactive; Abeta rescue: 11%

How did O=C(N/N=C/c1cn(-c2ccccc2)nc1-c1cccnc1)c1ccccc1 do in these assays?
MmCpn inh: 2%; CCT chaperon mod: 2.8; TGFb SMAD3 inh: 8%; Nrf2 activator: 7.0%; A549 viability: -4%; Nrf2 block: -1%; HepG2 viability: -17%; pAkt inh: inactive; Abeta rescue: 10%

Results for CCOC(=O)C1=C(C)N(CCCC(=O)O)C(=O)NC1c1ccccc1OS(=O)(=O)c1ccc([N+](=O)[O-])cc1 (stereo not given) ?
CCT chaperon mod: -1.6; TGFb SMAD3 inh: -20%; Nrf2 activator: -0.1%; A549 viability: 4%; Nrf2 block: 4%; HepG2 viability: 9%; pAkt inh: inactive; Abeta rescue: 1%

Results for O=C(C1CC(=O)N(c2ccc3c(c2)OCCO3)C1)N1CCN(c2ccccc2)CC1 (stereo not given) ?
MmCpn inh: 2%; CCT chaperon mod: -0.9; TGFb SMAD3 inh: 1%; Nrf2 activator: 0.1%; A549 viability: -8%; Nrf2 block: -3%; HepG2 viability: -3%; pAkt inh: inactive; Abeta rescue: 17%

What do the screens show for `Cc1cc(=O)oc(C)c1C(=O)N[C@@H](Cc1ccccc1)C(=O)O`?
MmCpn inh: -1%; CCT chaperon mod: 1.7; TGFb SMAD3 inh: -10%; Nrf2 activator: 0.3%; A549 viability: 13%; Nrf2 block: 17%; HepG2 viability: -7%; pAkt inh: inactive; Abeta rescue: 2%

What do the screens show for `O=c1cc[nH]c2ccc([N+](=O)[O-])cc12`?
MmCpn inh: -1%; CCT chaperon mod: -4.3; TGFb SMAD3 inh: 4%; Nrf2 activator: 2.8%; A549 viability: -18%; Nrf2 block: -14%; HepG2 viability: -20%; pAkt inh: inactive; Abeta rescue: -1%

What do the screens show for `CN(C)CCCN(C(=O)c1ccc(S(=O)(=O)N2CCc3ccccc3C2)cc1)c1nc2c(F)cccc2s1`?
MmCpn inh: -8%; CCT chaperon mod: -3.2; TGFb SMAD3 inh: 3%; Nrf2 activator: 0.8%; A549 viability: 1%; Nrf2 block: 1%; HepG2 viability: -50%; pAkt inh: inactive; Abeta rescue: 4%

How did Cc1ccc(NC(=O)C(C)OC(=O)Cn2[nH]c(=O)c3ccccc3c2=O)cc1 (stereo not given) do in these assays?
MmCpn inh: -1%; CCT chaperon mod: 3.2; TGFb SMAD3 inh: 7%; Nrf2 activator: 0.5%; A549 viability: -9%; Nrf2 block: -4%; HepG2 viability: -31%; pAkt inh: inactive; Abeta rescue: -12%

What do the screens show for `CC1Sc2ccc(C(=O)Nc3ncccc3O)cc2NC1=O` (stereo not given)?
MmCpn inh: -1%; CCT chaperon mod: -7.0; TGFb SMAD3 inh: 2%; Nrf2 activator: -0.7%; A549 viability: 0%; Nrf2 block: 18%; HepG2 viability: 6%; pAkt inh: inactive; Abeta rescue: -8%

Results for COc1cccc2cc(C(=O)OC(C)C(=O)c3ccc(C)cc3)c(=O)oc12 (stereo not given) ?
MmCpn inh: -1%; CCT chaperon mod: -0.7; TGFb SMAD3 inh: 0%; Nrf2 activator: -0.8%; A549 viability: 1%; Nrf2 block: 4%; HepG2 viability: 0%; pAkt inh: inactive; Abeta rescue: 2%

How did COc1ccc(N2CCN(C(=O)c3oc4ccccc4c3NC(=O)Cc3ccc(OC)c(OC)c3)CC2)cc1 do in these assays?
MmCpn inh: -6%; CCT chaperon mod: -4.3; TGFb SMAD3 inh: 0%; Nrf2 activator: 2.0%; A549 viability: -10%; Nrf2 block: -9%; HepG2 viability: -12%; pAkt inh: inactive; Abeta rescue: 1%

How did Cc1[nH]c(=O)c(C#N)c(C)c1Br do in these assays?
MmCpn inh: 0%; CCT chaperon mod: 0.3; TGFb SMAD3 inh: 3%; Nrf2 activator: -0.2%; A549 viability: 3%; Nrf2 block: inconclusive; HepG2 viability: 3%; pAkt inh: inactive; Abeta rescue: 0%

How did CCCN1CCC(=O)N([C@H](CSc2ccc(C)cc2)c2ccccc2)CC1 do in these assays?
MmCpn inh: -1%; CCT chaperon mod: -1.6; TGFb SMAD3 inh: -8%; Nrf2 activator: 9.7%; A549 viability: 0%; Nrf2 block: inconclusive; HepG2 viability: -14%; pAkt inh: inactive; Abeta rescue: 1%

Results for CCc1cccc(C)c1NC(=O)CSc1nnc(N)s1 ?
TGFb SMAD3 inh: 0%; Nrf2 activator: 0.4%; A549 viability: -3%; Nrf2 block: 8%; HepG2 viability: 0%; Abeta rescue: -17%
